PfHsp90 set2 – growth inhibition of yeast expressing Plasmodium Hsp90. inhibition, % at 9.4 µM. 0.32% of 310,000 active. AID 504621. S. cerevisiae expressing PfHsp90, BacTiter-Glo ATP, 48 h; yeast lacking PDR1 and PDR3 efflux regulators;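 active = every replicate shows inhibition above about 80%, whatever the replicate mean, limit read from the data; inconclusive = mean inhibition reaches the set limit but some replicate falls short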;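 also: 0% = DMSO neutral controls and 100% = 20 µM radicicol positive controls; yeast relying on Plasmodium falciparum Hsp90 in place of its own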
E coli growth – reduces bacterial viability in AddAB counter-screen; inhibition, % at 11.9 µM; 0.27% of 330,000 active; E. coli V3065 growth, OD600 absorbance, 18 h; AID 449728;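 active = inhibition above the campaign's mean inhibition across all tested compounds plus 3 SD, cut at about 9.9% in these data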;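 also: uninfected addAB+ strain grown without phage in ampicillin broth; 0% = DMSO wells and 100% = ciprofloxacin 0.95 µg/ml wells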
AddAB inh – less growth of phage-infected E. coli with AddAB; AID 435030; 0.29% of 330,000 active; E. coli expressing H. pylori AddAB, absorbance growth; inhibition, % at 11.9 µM; in the data active = inhibition above about 12%;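 also: 0% = vehicle wells of infected cells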
CAL PDZ inh – blocks peptide binding to human CAL PDZ domain; Q9HD26; purified CAL PDZ, TMR-peptide fluorescence polarization, 1 h; inhibition, % at 20 µM; 0.02% of 330,000 active; AID 504414;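 active = highest replicate inhibition of at least 40%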;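 also: plate controls were DMSO neutral control wells for no effect and unlabeled competitor peptide control wells for full effect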
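Read-out basis: mP drop reported as inhibition | Assay system: Tagged CAL PDZ protein CerCALP, purified | Benchmarks: Unlabelled peptide for full inhibition, DMSO wells as neutral | Schedule: 1 h incubation at room temperature before polarization reading | Buffer or medium: Sodium phosphate/NaCl buffer pH 7.4 with TCEP, IgG, Thesit | Doses: Single point, 20 µM | Measured by: Fluorescence polarization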
PvdQ acylase – P. aeruginosa PvdQ acylase inhibition; purified PvdQ acylase, fluorescence plate reader; inhibition, % at 10 µM; 0.063% of 340,000 active; AID 488965; in the data active = inhibition above about 30%, passing the limit was not always enough; inconclusive = no clear call, values can overlap the other calls;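 also: 0% = vehicle neutral wells and 100% = reference inhibitor wells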
DAGLB inhibitor – diacylglycerol lipase beta (human) inhibition; 0.059% of 340,000 active; inhibition, % at 5.17 µM; AID 504411; HEK293T DAGLB membrane lysate, EnzChek fluorogenic substrate; in the data active = inhibition above about 34%;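 also: 0% = enzyme with vehicle and 100% = wells lacking enzyme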
Target sequence (Q8NCG7 whole entry, looked up): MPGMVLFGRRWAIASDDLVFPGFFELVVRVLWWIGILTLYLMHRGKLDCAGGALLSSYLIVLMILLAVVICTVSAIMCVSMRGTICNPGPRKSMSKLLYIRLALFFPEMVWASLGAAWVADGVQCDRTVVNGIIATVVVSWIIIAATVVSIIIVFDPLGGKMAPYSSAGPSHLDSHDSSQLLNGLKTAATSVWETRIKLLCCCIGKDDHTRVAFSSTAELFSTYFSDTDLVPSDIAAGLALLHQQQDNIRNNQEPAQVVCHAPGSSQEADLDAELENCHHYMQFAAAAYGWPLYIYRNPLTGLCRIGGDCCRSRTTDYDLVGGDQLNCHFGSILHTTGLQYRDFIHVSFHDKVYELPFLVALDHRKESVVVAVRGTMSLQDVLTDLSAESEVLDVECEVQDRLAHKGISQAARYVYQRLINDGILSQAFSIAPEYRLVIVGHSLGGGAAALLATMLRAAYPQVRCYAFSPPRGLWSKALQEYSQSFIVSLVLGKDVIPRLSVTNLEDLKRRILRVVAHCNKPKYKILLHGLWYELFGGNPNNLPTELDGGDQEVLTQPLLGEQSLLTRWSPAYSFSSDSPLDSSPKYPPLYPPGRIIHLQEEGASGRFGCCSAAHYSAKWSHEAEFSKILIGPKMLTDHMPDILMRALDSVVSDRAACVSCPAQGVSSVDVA
phage Ecoli inh – E. coli growth loss with phage present. 0.26% of 360,000 active. growth absorbance. inhibition, % at 11.9 µM; in the data active = inhibition above about 11%
Wnt bcat act – activates Wnt/beta-catenin signaling in a reporter cell assay | activator, plate reader | activation, % at 9.35 µM | 1.2% of 300,000 active; in the data active = activation above about 30%, passing the limit was not always enough; inconclusive = no clear call, values can overlap the other calls;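 also: 0% = neutral control wells and 100% = positive control wells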
Rtt109 Vps75 – C. albicans Rtt109 histone acetyltransferase inhibition; AID 540336; purified Rtt109/Vps75, ThioGlo CoA-SH fluorescence, 4 h; 0.16% of 330,000 active; inhibition, % at 34.9 µM;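 active = inhibition of at least 50% in every replicate; inconclusive = best replicate reaches 50% inhibition but some replicates fall short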
Target sequence (Q5AAJ8 whole entry, looked up): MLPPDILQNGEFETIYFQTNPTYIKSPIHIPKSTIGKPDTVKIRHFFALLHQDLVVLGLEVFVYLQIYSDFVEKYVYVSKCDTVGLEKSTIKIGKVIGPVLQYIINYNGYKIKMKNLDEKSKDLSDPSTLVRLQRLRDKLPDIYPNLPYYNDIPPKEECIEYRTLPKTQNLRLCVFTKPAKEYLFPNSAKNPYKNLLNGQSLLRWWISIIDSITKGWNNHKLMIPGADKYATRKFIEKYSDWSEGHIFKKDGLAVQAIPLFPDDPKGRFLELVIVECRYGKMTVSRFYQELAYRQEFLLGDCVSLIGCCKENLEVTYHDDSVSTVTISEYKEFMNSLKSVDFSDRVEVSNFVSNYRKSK
Tat export inh – inhibitors of E. coli Tat protein transport; E. coli MC4100 TorA-mCherry Tat export, fluorescence; inhibition, % at 10 µM; 0.036% of 340,000 active; AID 488895;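 active = mean replicate inhibition at least 50% and at least half of replicates individually reaching 50%; inconclusive = only one of the two criteria met; inactive = neither criterion met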;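 also: exported cargo escapes ClpAP degradation while cytoplasmic cargo is degraded and loses fluorescence; 0% = median of neutral control wells and 100% = median of NaSCN control wells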
* = called active by the depositor; ? = inconclusive; nt = no result given. An unsorted share of the library (roughly 1.9% active in at least one column).

Structure	PfHsp90 set2	E coli growth	AddAB inh	CAL PDZ inh	PvdQ acylase	DAGLB inhibitor	phage Ecoli inh	Wnt bcat act	Rtt109 Vps75	Tat export inh
COc1cccc(N(C(=O)C2CSC(=O)C2)C(C(=O)NC(C)(C)C)c2ccncc2)c1 (stereo unspecified)	4	-1.2	-0.1	-0.6	-3	-2	1.2	0	2	3
Cc1ccc(NC(=O)COc2ccc3c(c2)CCC3)nc1	-6	2.4	0.0	-2.7	-9	-26	5.2	?	-1	4
C=CCNc1nc(C(=O)OCC(=O)Nc2ccccc2C(F)(F)F)cs1	7	-1.4	-1.2	-1.5	-14	5	0.4	-4	-3	2
Cc1c(CN2CCCCC2)c(O)n(CCO)c(=O)c1C#N	-4	-2.7	0.7	-2.8	10	-1	3.0	4	-6	0
CC(=O)NC(CC(=O)OCC(=O)N1CCN(S(=O)(=O)c2ccc(Cl)cc2)CC1)c1ccccc1 (stereo unspecified)	nt	-1.4	-2.2	-1.5	3	0	0.8	-3	-5	3
CN(CC(=O)Nc1ccc(OC(F)(F)F)cc1)C(=O)c1ccc(N2CCCC2=O)cc1	27	0.8	1.3	-1.4	-7	-4	0.3	-5	-1	2
CN1CCN(/C(=N\S(=O)(=O)c2ccc(F)cc2)c2ccccc2)CC1	11	-3.6	0.9	0.3	9	-3	-0.4	3	7	-3
C=CCn1c(=O)c2ccccc2n2c(SCC(N)=O)nnc12	-7	2.7	2.7	0.6	4	-4	2.6	nt	2	0
O=C(C1CCC(CNc2nc(=S)[nH]c3ccccc23)CC1)N1CCN(c2ccccn2)CC1 (stereo unspecified)	-9	1.6	2.0	-0.4	7	0	3.5	nt	5	-8
COc1ccc(-c2cc(C(=O)Nc3ccccc3F)on2)cc1	-8	0.8	-0.4	-2.0	-13	1	3.3	11	-5	-5
CC1CCC(NC(=O)C2CCC(CNc3c(N4CCCCC4)c(=O)c3=O)CC2)CC1 (stereo unspecified)	11	-2.1	0.5	-2.5	-10	2	-0.5	4	1	-3
O=C(Nc1ccnn1C1CCN(Cc2ccccc2F)CC1)C1CCCC1	-38	0.6	-0.1	-1.5	-6	0	-0.6	-2	-15	3
C[N+]1(CC(=O)OCCCc2ccccc2)CCCC1	55	-0.9	-0.3	-1.6	-6	-1	3.6	9	-3	-1
O=C1CN(C(=O)COC(=O)c2ccc([N+](=O)[O-])o2)c2ccccc2N1	-3	0.5	0.6	1.6	9	1	3.1	0	-5	-18
O=[N+]([O-])c1ccc(N2CCN(Cc3ccc(Br)o3)CC2)cc1	4	nt	nt	nt	-19	0	-2.1	0	2	5

(more compounds)
Structure	PfHsp90 set2	E coli growth	AddAB inh	CAL PDZ inh	PvdQ acylase	DAGLB inhibitor	phage Ecoli inh	Wnt bcat act	Rtt109 Vps75	Tat export inh
Cc1onc(-c2ccccc2)c1C(=O)Nc1cccc(S(=O)(=O)N2CCCCC2)c1	-15	0.9	-1.8	-0.1	6	1	1.9	-2	3	7
COc1ccc(-c2nnc(NC(=O)CSc3ccc(C)cc3)s2)cc1OC	-8	-0.3	0.6	-2.0	-3	2	1.5	-3	4	-5
CN(C)CCCNc1oc(/C=C/c2cccs2)nc1S(=O)(=O)c1ccccc1	-13	-2.0	1.3	-1.6	-2	4	1.8	3	2	2
COc1ccccc1CN1C(=O)C2CC=CCC2C1=O (stereo unspecified)	nt	3.4	2.4	-2.2	10	-2	4.0	nt	9	0
CCN(CC)S(=O)(=O)c1cccc(C(=O)N[C@H](C(=O)OCC(N)=O)C(C)C)c1	-5	-1.1	-1.8	-1.2	4	-2	1.2	-4	4	-1
COc1cc(NC(=O)NNC(=O)c2cc3occc3n2C)cc(OC)c1OC	9	1.8	3.2	-2.9	-15	-1	1.6	-1	4	-8
Cn1cnnc1SCC(=O)N1N=C2/C(=C/c3ccco3)CCCC2C1c1ccco1 (stereo unspecified)	17	0.6	-1.9	-0.8	0	0	3.6	nt	11	-9
Cc1ccc(NC(=O)c2ccc(CSc3ccccn3)cc2)c(O)c1	-1	1.3	4.3	-1.2	-9	-5	1.6	26	4	4
Cc1onc(-c2c(F)cccc2Cl)c1-c1nnc(-c2cccc3ccccc23)o1	nt	2.8	-0.2	nt	nt	nt	3.2	3	nt	nt
Cc1n[nH]c(C)c1CCC(=O)N/N=C/c1cccc([N+](=O)[O-])c1	17	-4.1	1.7	-0.6	-5	nt	2.4	-1	-1	10
COc1cccc(-c2nn3c(-c4cc(C)[nH]n4)nnc3s2)c1	59	1.4	0.7	-2.1	-6	4	0.9	-4	-1	-4
Nc1c(C(O)(C(F)(F)F)C(F)(F)F)ccc2ccccc12	nt	nt	nt	-1.4	6	2	2.8	nt	nt	15
O=C(/C=C/c1ccccc1[N+](=O)[O-])NCc1ccncc1	-3	-0.6	-0.7	-4.8	-5	0	2.3	0	-7	7
Cc1ccc(C(=O)N/N=C/c2ccc(N3CCOCC3)cc2)c(C)c1	5	-4.4	3.3	-1.6	-6	-1	3.5	nt	5	-4
CCN(CC(=O)Nc1ccccc1C(F)(F)F)C(=O)c1ccccc1SCC(=O)N1CCCC1	nt	1.2	0.5	0.7	8	-1	3.3	-3	-3	0

The list goes on.
Structure	PfHsp90 set2	E coli growth	AddAB inh	CAL PDZ inh	PvdQ acylase	DAGLB inhibitor	phage Ecoli inh	Wnt bcat act	Rtt109 Vps75	Tat export inh
Cc1nnc(-n2ncc(C#N)c2N)c2nn(-c3cccc(Cl)c3)c(C)c12	nt	1.9	-0.2	-0.1	-3	-1	6.5	nt	-2	-3
CCOC(=O)C1CCCN(C(=O)C2CCN(S(=O)(=O)c3ccc4ccccc4c3)CC2)C1 (stereo unspecified)	-14	-0.9	1.6	-2.4	-9	-1	3.6	0	-1	0
COc1ccc(N(Cc2ccccc2)S(=O)(=O)c2cccc(C(=O)Nc3ccccn3)c2)cc1	6	-2.3	-1.6	-0.7	3	-6	1.1	0	23	-7
O=C(C[C@H]1C/C=C\C[C@H](Cc2ccc(F)cc2)C(=O)OC[C@@H]2CCCN2C1=O)N[C@H](CO)Cc1ccccc1	-12	0.8	-0.4	-2.1	5	-3	2.0	-1	1	2
Cc1ccc(-c2cc(C(=O)n3cnc4ccccc43)c3ccccc3n2)cc1C	17	-2.0	0.8	nt	-14	0	1.8	11	10	-1
O=C(CNC(=O)c1nc[nH]c1C(=O)NCC(=O)OCc1ccccc1)OCc1ccccc1	19	-1.9	0.9	0.5	-1	0	-1.3	-2	-7	7
CC(=O)c1cc2c(cc1NC(=O)C1CC1)OCO2	25	-1.8	1.4	-1.3	-6	1	4.5	nt	2	12
COc1ccc(CNC(=O)c2cccnc2Sc2ccc(Cl)cc2)cc1	-5	-0.6	1.3	-1.2	-8	0	nt	-3	7	-5
CC1CCCCN1Cc1c(O)ccc2c(=O)c(-c3ccc(Cl)cc3Cl)coc12 (stereo unspecified)	-8	-5.4	-0.3	-0.5	-1	-1	-1.8	-1	-7	-1
Fc1ccc(CN2CCCCCCC2)cc1F	nt	2.0	-0.9	-0.2	3	0	2.5	-8	-10	2
CC(C)N(Cc1ccc(F)cc1)C(=O)c1cc2ccccc2oc1=O	1	0.1	2.3	5.2	2	-1	2.2	7	2	9
N#CC(c1ccc(O)cc1)N1CCN(C(C#N)c2ccc(O)cc2)CC1 (stereo unspecified)	-28	nt	nt	-0.8	-17	0	4.1	-1	-1	6
O=C(O)CC(CP(=O)(c1ccccc1)c1ccccc1)C(=O)O (stereo unspecified)	-5	-3.7	0.3	0.6	1	-1	1.9	-1	-4	-6
O=C(NC1CCCC1)C(c1ccc(F)cc1)N(C(=O)c1csnn1)C1CCCC1 (stereo unspecified)	-30	-2.6	-0.4	-2.4	-15	2	1.2	-1	-1	2
CCN(CC)C(=O)[C@H]1CC(CC(=O)NC/C=C(\C)CCC=C(C)C)C(=O)N2CCc3c([nH]c4ccc(OC)cc34)[C@]12C (stereo partly specified)	-5	-4.5	0.1	-0.9	-2	-1	0.9	-3	0	42

(further entries)
Structure	PfHsp90 set2	E coli growth	AddAB inh	CAL PDZ inh	PvdQ acylase	DAGLB inhibitor	phage Ecoli inh	Wnt bcat act	Rtt109 Vps75	Tat export inh
Cc1cccc(N2C(=O)c3cccc4cccc(c34)C2=O)c1	-26	-0.9	-0.4	nt	-12	-4	1.0	0	5	-3
COc1ccc(C(=O)NC(C)(C)C)cc1S(=O)(=O)N1CCCC1	-1	-1.8	1.1	-1.3	17	-3	0.7	nt	-1	-2
CCOc1ccccc1C1N(c2ccc(OC)cc2)C(=O)C2CCCN21 (stereo unspecified)	18	0.2	-0.3	-1.1	-16	-5	1.8	-1	-1	4
O=C(NNC(=O)c1cccc(Br)c1)C(=O)N1CCCCC1	12	-1.6	-1.4	-1.5	-7	-1	0.8	-7	-5	12
Cc1c(C)n2c(SCC(=O)Nc3ccc4c(c3)OCCO4)nnc2[nH]c1=O	nt	3.3	0.4	-2.3	-5	-3	0.5	-3	25	7
CSc1ncc(Cl)c(C(=O)Nc2ccc(S(=O)(=O)N3CCOCC3)cc2)n1	29	1.8	5.0	-1.5	-9	-2	1.2	-6	-15	-10
C=CC[C@@H](CC(=O)N[C@H](CO)Cc1ccccc1)C(=O)NCCOC(=O)[C@@H](CC=C)Cc1ccc(F)cc1	-3	0.9	0.4	-2.4	6	-3	3.0	-2	22	7
CCOc1ccccc1Nc1nc(-c2sc(NC(=O)c3ccco3)nc2C)cs1	-6	-0.4	3.7	-0.9	6	0	2.0	-4	-15	-2
Cc1ccc(NC(=O)CCN2C(=O)C3C4CCC(C4)C3C2=O)cc1[N+](=O)[O-] (stereo unspecified)	11	-2.6	3.1	-1.4	0	0	0.8	0	8	-1
COc1ccc(CNC[C@H]2O[C@@H](n3ccc(=O)[nH]c3=O)[C@H](O)[C@@H]2O)cc1OC	9	nt	nt	-0.4	-16	-2	2.6	-2	-5	-2
Cc1ccccc1C(=O)Nc1ccc(S(=O)(=O)N2CCCC2)cc1	-3	1.6	5.5	-1.9	12	-1	5.5	2	16	-6
COc1ccc(C(C(=O)NC2CCCC2)N(C(=O)c2ccco2)c2ccccc2OC)cc1 (stereo unspecified)	19	-2.4	0.1	-1.8	7	-2	0.7	-2	2	-4
COc1ccc(C2=NOC(C(=O)NCc3ccccn3)C2)cc1 (stereo unspecified)	nt	0.3	1.5	-1.9	-5	2	0.0	0	-10	3
CC(=O)NC(Cc1ccccc1F)C(=O)NC1CCN(c2ncccc2[N+](=O)[O-])CC1 (stereo unspecified)	-2	0.4	3.5	-2.9	-1	2	3.3	0	-2	6
Cc1cc(CN(C)C(=O)c2ccc3nc(Cc4ccccc4F)oc3c2)n[nH]1	11	1.1	1.5	-0.2	-2	1	1.7	1	-5	-3

The list continues.
Structure	PfHsp90 set2	E coli growth	AddAB inh	CAL PDZ inh	PvdQ acylase	DAGLB inhibitor	phage Ecoli inh	Wnt bcat act	Rtt109 Vps75	Tat export inh
CCN(CC(=O)Nc1ccc(Br)cc1)CC(=O)Nc1cc(C)on1	nt	nt	nt	-1.6	9	-5	1.9	-4	3	1
CCOC(=O)c1cnc2c(-c3ccccc3OC)c(C)nn2c1C	19	2.7	1.5	-1.0	-12	-7	2.8	1	-4	-1
O=C(Nc1ccccc1)c1ccc(NCC2CCCO2)c(S(=O)(=O)N2CCOCC2)c1 (stereo unspecified)	12	2.1	3.4	-2.8	-13	-4	-0.6	-5	8	-3
COc1ccc2[nH]c(=O)c3c(c2c1)OC(C)(C)C=C3	nt	0.8	2.0	-0.4	3	3	1.9	-8	8	-5

Source: PubChem BioAssay
